Source: PubChem (National Center for Advancing Translational Sciences (NCATS))
EPAC1 ag: activates human EPAC1 exchange factor; 360,000 compounds, 0.073% hits; Potency, µM (top dose mostly 154 µM), without a hit: top-dose activation, most hits filed as activators; O95398; EPAC1 agonist qHTS, biochemical assay; response scale: 100% = response to 6.5 mM cAMP; further: potency means the concentration at half of the fitted maximal effect; nearly all actives have a fitted effect of over 60% in size
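Normalized to 6.5 mM cAMP, activity reflects EPAC1-catalysed release of BODIPY-GDP from Rap1B, followed kinetically over 30 min at 480 nm excitation, 540 nm emission. Reaction contained 100 nM EPAC1, 250 nM Rap1B-BODIPY-GDP, 50 uM GDP.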
FUS yeast rescue: FUS proteinopathy suppression in yeast. 390,000 compounds, 0.24% hits. Potency, µM (titrated, usually from 76.6 µM), for inactives: at the highest dose growth rescue (activation), hits mostly activators. S. cerevisiae FUS-expressing, growth rescue, OD600, 24 h. AID 1347120;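 further: potency means the concentration at half of the fitted maximal effect; plate controls were DMSO vehicle for no effect and reference control for full effect; nearly all actives have a fitted effect of over 55% in size; some results filed as inactive show a strong effect at the top dose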
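Cultures pregrown in 2.5% raffinose medium are shifted to minimal medium containing 2% galactose to express toxic FUS. Compounds are tested at several concentrations. After 24hr at 30C, growth is quantified at 600 nm absorbance.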
WRN helicase inh: blocks human WRN helicase | Q14191 | WRN helicase unwinding, fluorescent forked duplex, kinetic | Potency, µM (series often up to 114 µM), for the others: at the highest dose activity change, negative = inhibition, hits mostly inhibitors | 360,000 compounds, 0.46% hits | AID 651768; further: potency means the concentration at half of the fitted maximal effect; on the % scale 0 is the no-effect control and ±100 the full control effect; nearly all actives have a fitted effect of over 55% in size
Target sequence (Q14191 whole entry, looked up): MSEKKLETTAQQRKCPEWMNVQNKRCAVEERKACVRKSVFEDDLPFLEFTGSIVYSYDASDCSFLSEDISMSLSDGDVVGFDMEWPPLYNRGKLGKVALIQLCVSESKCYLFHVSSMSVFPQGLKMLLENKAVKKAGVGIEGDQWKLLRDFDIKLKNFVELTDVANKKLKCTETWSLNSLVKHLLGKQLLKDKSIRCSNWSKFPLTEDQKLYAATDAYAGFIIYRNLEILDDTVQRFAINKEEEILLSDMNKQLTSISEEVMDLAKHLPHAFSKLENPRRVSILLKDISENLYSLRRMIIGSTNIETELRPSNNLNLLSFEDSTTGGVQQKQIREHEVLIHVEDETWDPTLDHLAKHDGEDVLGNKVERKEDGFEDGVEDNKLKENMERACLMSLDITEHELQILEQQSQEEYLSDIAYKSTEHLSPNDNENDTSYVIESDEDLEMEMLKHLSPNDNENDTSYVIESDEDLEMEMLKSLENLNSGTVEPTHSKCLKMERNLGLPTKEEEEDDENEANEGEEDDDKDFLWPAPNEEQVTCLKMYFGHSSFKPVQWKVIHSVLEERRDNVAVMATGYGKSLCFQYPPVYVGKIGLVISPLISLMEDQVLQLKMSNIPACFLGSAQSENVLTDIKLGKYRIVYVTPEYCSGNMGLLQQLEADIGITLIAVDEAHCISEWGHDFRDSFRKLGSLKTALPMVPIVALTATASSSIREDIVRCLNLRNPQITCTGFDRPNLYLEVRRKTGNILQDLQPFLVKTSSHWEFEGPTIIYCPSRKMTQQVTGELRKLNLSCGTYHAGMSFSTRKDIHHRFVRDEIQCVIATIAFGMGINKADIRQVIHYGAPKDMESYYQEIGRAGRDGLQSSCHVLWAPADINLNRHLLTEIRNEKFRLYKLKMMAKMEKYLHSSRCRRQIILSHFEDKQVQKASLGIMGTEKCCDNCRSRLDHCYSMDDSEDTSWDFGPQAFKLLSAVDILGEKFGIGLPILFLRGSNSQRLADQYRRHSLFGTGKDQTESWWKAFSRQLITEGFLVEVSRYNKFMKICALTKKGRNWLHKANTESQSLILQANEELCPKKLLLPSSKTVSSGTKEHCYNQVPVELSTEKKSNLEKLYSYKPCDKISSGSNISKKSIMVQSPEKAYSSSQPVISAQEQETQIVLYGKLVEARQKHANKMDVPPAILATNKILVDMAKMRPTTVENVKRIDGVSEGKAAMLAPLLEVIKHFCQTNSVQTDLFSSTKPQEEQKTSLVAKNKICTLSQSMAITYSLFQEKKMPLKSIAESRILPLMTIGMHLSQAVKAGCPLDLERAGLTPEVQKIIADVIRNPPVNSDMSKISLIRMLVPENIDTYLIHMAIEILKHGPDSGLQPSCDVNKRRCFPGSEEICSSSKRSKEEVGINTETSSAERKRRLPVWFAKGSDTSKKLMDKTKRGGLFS
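Fluorescence dequenching readout, ex 525 nm/em 598 nm, kinetic mode: forked duplex DNA (100 nM final) with adjacent fluorophore and quencher unwound by WRN (20 nM final) with 2 mM ATP. Compound preincubation 15 min, room temperature.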
PI5P4Ka inh: blocks human PI5P4K alpha kinase activity. P48426. PI5P4Kalpha enzyme, ADP-Glo luminescence, 60 min; stronger effect = lower value. max response, %. 330,000 compounds, 1.2% hits; active means max response of -50% or lower; inconclusive means between -30% and -50%; inactive means -30% or higher; further: value at the top dose of about 77 µM; on the % scale 0 is the no-effect control and ±100 the full control effect
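PI5P4Kalpha ADP-Glo assay; 5 microM ATP final; 60 min RT reaction; HEPES pH 7.4/EGTA/CHAPS, 5% DMSO; controls lacking substrate or enzyme; luminescent end-point.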
Abeta yeast res: compounds reversing amyloid beta toxicity in yeast; yeast expressing A-beta42, growth rescue, OD600, 48 h; response scale: 0% DMSO, 100% iron-clioquinol control; Potency, µM (highest dose often 46.1 µM), without a hit: at the highest dose growth rescue, most hits filed as activators; 410,000 compounds, 0.063% hits; AID 1347071; further: potency means the concentration at half of the fitted maximal effect; nearly all actives have a fitted effect of over 55% in size
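Growth rescue measured by 600 nm absorbance after 48 h yeast culture at 30 C with compound. Values normalized between DMSO and an equimolar ferric chloride plus clioquinol control.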
EPAC1 antagonist: blocks human EPAC1 exchange factor; O95398; EPAC1 GEF assay, Rap1b-BODIPY-GDP exchange fluorescence; Potency, µM (doses to about 115 µM), without a hit: at the highest dose activity change, negative = inhibition, most hits filed as inhibitors; 360,000 compounds, 0.14% hits; AID 720709;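 further: potency means the concentration at half of the fitted maximal effect; plate controls were vehicle for no effect and positive control for full effect; nearly all actives have a fitted effect of over 50% in size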
PLK1 PBD block: PLK1 (human) polo-box domain binding inhibition; Plk1 PBD binding of FITC phosphopeptide, fluorescence polarization; Potency, µM, for the others: max response, negative = inhibition, hits mostly inhibitors; 360,000 compounds, 2.8% hits; further: potency means the concentration at half of the fitted maximal effect; series mostly up to about 57 µM; on the % scale 0 is the no-effect control and ±100 the full control effect; nearly all actives have a fitted effect of over 65% in size
IL-2 act: activates IL-2 in a cell-based reporter assay; IL-2 activation reporter assay, cell-based qHTS; stimulated with anti-CD3/CD4/CD28 beads; in transgenic mouse T cells; activation, % (series mostly up to about 46 µM); 360,000 compounds, 0.065% hits; in the data active means activation above about 50%; inconclusive means mostly about 30% to 49%; further: 0% is about no effect
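Unstimulated transgenic mouse T cells preincubated 60 min with compound, then stimulated with anti-CD3/anti-CD4-coated beads plus anti-CD28 for 18 h at 37 degrees C. IL-2 response read as EGFP and DsRed fluorescence by plate cytometry.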
Numbers without * were called inactive; ? = inconclusive; nt = no result given; [ ] = dose if it differs, or a comment. Unless noted, the call rests on the fitted dose curve; in most records, active means well fitted curve in the direction sought with a large enough effect; inconclusive means small, poorly fitted or top-dose-only effect, or another doubt; inactive means no such curve, though single readings can be large; an effect the other way counts as inactive or inconclusive.

SMILES | EPAC1 ag | FUS yeast rescue | WRN helicase inh | PI5P4Ka inh | Abeta yeast res | EPAC1 antagonist | PLK1 PBD block | IL-2 act
C=CCn1c(SCC(=O)OCC)nc(C(F)(F)F)cc1=O | 7% | -10% | 1%[57.1 µM] | 1 | -6% | -7% | -8% | -0.4
CC1=C(C(=O)N2CCCC(C(=O)c3cccc4ccccc34)C2)OCCO1 (stereo not drawn) | 4% | 25% | 4% | 2 | -11% | 5% | -5% | 0.9
COc1ccc(NC2CCCN(C(=O)CN3CCOC3=O)C2)cc1 (stereo not drawn) | 8% | -6% | -2% | 2 | -11% | -11% | -10% | -0.2
O=Cc1ccccc1-n1cncn1 | -3% | -2% | 5% | -4 | -12% | 8% | 2% | -2.6
COc1ccc(OC)c(C(=O)c2nc3c(n2O)CCCCC3)c1 | 5% | 19% | 0% | nt | -4% | 0% | -10% | 2.6
Cc1cccc(OCC(=O)NCc2cc(C)nc3ccccc23)c1 | -4% | 6% | -2% | 1 | -5% | 13% | -4% | -4.6
CCN1C(N(C)CCc2cccs2)=N[C@@H](c2ccccc2)C(C(=O)OC)=C1C | 4% | -6% | -5% | -4 | -3% | -13% | -1% | 0.1
Cc1ccc(N(C(C)C(=O)N2CCCC2)S(C)(=O)=O)cc1 (stereo not drawn) | 8% | 12% | -4% | 10 | 10% | 13% | 4% | -0.6
COc1ccc(OC)c(CN2CCN(C(=O)c3ccc(F)cc3)CC2)c1 | 14% | -16% | 0% | -1 | 22% | -9% | -5% | 0.6
COc1ccccc1/C=C(/NC(=O)c1ccccc1)C(=O)NCCCn1ccnc1 | 12% | -15% | -4% | -5 | 2% | -4% | ? | 3.0
O=S(=O)(NCCCN1CCOCC1)c1ccc(Cl)s1 | 10% | 1% | 5% | -26 | 7% | 10% | 8.4µM* | -4.3
Cc1ccc2c(c1)C(=O)C(=O)N2CCCOc1ccccc1 | 12% | -16% | -7% | 4 | 7% | -14% | -24% | 0.8
CCC(C)(C)NC(=O)c1ccccc1Oc1ccccc1 | -8% | 10% | 4% | 3 | -16% | 17% | -12% | -0.3
O=C1C(Br)=C(c2ccccc2)C(c2ccccc2)=C1c1ccccc1 | 8% | nt | ? | 0 | -8% | -1% | 2.7µM* | 0.9
CCOC(=O)C1CCN(C(=O)c2ccc3c(=O)n4c(nc3c2)CCCCC4)CC1 | -2% | 7% | 0% | 1 | -8% | 1% | 0% | -3.4
Cc1ccc(S(=O)(=O)NC(C)C(=O)OCC(=O)N(C)c2ccccc2)cc1 (stereo not drawn) | -10% | 1% | -4% | -1 | 3% | -23% | 5% | 0.8
O=C(N/C(=C\c1cccnc1)C(=O)N1CCOCC1)c1cccc(Br)c1 | 3% | 11% | 7% | 2 | -5% | 19% | 0% | -0.9
CC1CCN(CC(=O)NCc2ccco2)CC1 | 18% | 0% | -3% | 2 | -18% | 22% | ? | -0.3
CC(C)(C)NC(=O)Cn1nnc(-c2ccc(S(C)(=O)=O)cc2)n1 | 4% | 13% | 0% | 1 | 7% | 7% | -1% | -2.8
CC(C)[C@H](NC(=O)c1ccc(F)cc1)C(=O)NC1=NCCS1 | -11% | 10% | 1% | -3 | -4% | 8% | 0% | 0.0
C[C@H](CO)N1C[C@H](C)[C@@H](CN(C)C(=O)Nc2ccccc2)Oc2c(NC(=O)C3CCCCC3)cccc2C1=O | 0% | 15% | 8% | 0 | 6% | 12% | 0% | 0.5
CSc1cc(C)c(OCC(=O)Nc2c(C)nn(C)c2C)c(C)c1 | -4% | 4% | -8% | 8 | 2% | 10% | 1% | -2.6
CCCNC(=O)C1(C)CCN(C(=O)c2sccc2C)C1 (stereo not drawn) | 9% | -33% | 7% | 3 | -19% | -2% | -4% | -0.3
C[C@@H]1O[C@@H](OC[C@H]2O[C@@H](Oc3c(-c4ccc(O)cc4)oc4cc(O)cc(O)c4c3=O)[C@H](O)[C@@H](O)[C@@H]2O)[C@H](O)[C@H](O)[C@H]1O | -1% | -14% | -8% | 7 | 12% | -13% | -3% | -1.8
CCOC(=O)/C(=C/c1c(C)n(C)c2ccc([N+](=O)[O-])cc12)C(C)=O | 2% | -3% | -11% | 1 | -10% | ? | -25% | -3.5

Single values from the entries so far.
Result for C[C@@H]1O[C@@H](OC[C@H]2O[C@@H](Oc3c(-c4ccc(O)cc4)oc4cc(O)cc(O)c4c3=O)[C@H](O)[C@@H](O)[C@@H]2O)[C@H](O)[C@H](O)[C@H]1O under EPAC1 ag: -1%
Result for CCOC(=O)/C(=C/c1c(C)n(C)c2ccc([N+](=O)[O-])cc12)C(C)=O under WRN helicase inh: -11%
Result for O=Cc1ccccc1-n1cncn1 under WRN helicase inh: 5%

Back to the main list, repeating the 2 entries before the break.
SMILES | EPAC1 ag | FUS yeast rescue | WRN helicase inh | PI5P4Ka inh | Abeta yeast res | EPAC1 antagonist | PLK1 PBD block | IL-2 act
C[C@@H]1O[C@@H](OC[C@H]2O[C@@H](Oc3c(-c4ccc(O)cc4)oc4cc(O)cc(O)c4c3=O)[C@H](O)[C@@H](O)[C@@H]2O)[C@H](O)[C@H](O)[C@H]1O | -1% | -14% | -8% | 7 | 12% | -13% | -3% | -1.8
CCOC(=O)/C(=C/c1c(C)n(C)c2ccc([N+](=O)[O-])cc12)C(C)=O | 2% | -3% | -11% | 1 | -10% | ? | -25% | -3.5
CCC(=O)Nc1ccc(NC(=O)c2oc3ccccc3c2C)cc1 | 9% | 17% | 2% | -4 | -11% | -12% | -9% | 0.4
CCN(C(=O)CSc1ncccn1)c1cccc2ccccc12 | -4% | -5% | 8% | -2 | -14% | -1% | -7% | 0.0
O=C(Nc1nnc(C2=COCCO2)o1)c1cccc(Br)c1 | 1% | -4% | -6% | -6 | ? | -11% | -4% | 0.7
COc1cc2ccccc2cc1C(=O)Nc1nc(C)c(C(C)=O)s1 | -1% | -17% | -2% | 5 | -12% | -8% | -4% | -0.2
COc1ccc(Cn2nnnc2C(CC(C)C)N2CCN(c3ccccc3)CC2)cc1 (stereo not drawn) | 1% | ? | 0% | 25 | -60%[inhibitor] | -3% | -1% | 0.2
Oc1ccc(C[C@@H]2CNCCN2CC2(c3ccccc3)CC2)cc1 | -7% | -20% | -1% | 6 | -6% | 10% | -10% | 0.4
COc1ccc(CN2CCN(Cc3ccc4cc(F)ccc4n3)CC2CCO)c(C)c1C (stereo not drawn) | -3% | 4% | 2% | 2 | 9% | -2% | -15% | -0.9
COc1cc([N+](=O)[O-])ccc1NC(=O)NCC1CCN(Cc2ccc(Cl)cc2)CC1 | -6% | 10% | -5% | 9 | 14% | -6% | -9% | -2.5
CCOc1ccc(N(CC(=O)NC2CCCCC2)C(=O)CSc2nnc(COc3ccccc3)o2)cc1 | -18% | -7% | 1% | -6 | 1% | 1% | -12% | 1.3
Cc1ccc(O)c(NC(=S)NC(=O)COc2ccc(Br)cc2)c1 | 5% | -26% | 7% | -3 | -1% | 8% | -2% | -1.3
COc1ccc2cc([C@@H](C)C(=O)O)ccc2c1 | -24% | -51% | 0% | -1 | -37% | -15% | -13% | 0.0
O=C(Nc1nc2ccccc2[nH]1)c1cccs1 | 0% | -10% | -8% | 5 | -1% | 2% | 4% | -0.4
O=C(COC(=O)COc1ccc(Nc2ccccc2)cc1)NCc1ccco1 | 7% | 31% | -10% | ? | -2% | 6% | -7% | 0.3
Nc1nnc(SC2CC(=O)N(c3ccccc3)C2=O)s1 (stereo not drawn) | 3% | 9% | -10% | -8 | -17% | -8% | 30µM* | -0.7
CC1(/[N+]([O-])=C\c2ccccc2F)CCCCC1=O (stereo not drawn) | 5% | -32% | -20% | 2 | 4% | -2% | -1% | -0.4
Brc1c(C[n+]2ccccc2)nc2ccccn12 | -10% | -11% | 10% | 2 | 1% | 1% | 6% | -1.7
O=C(CSc1nnc(C2COc3ccccc3O2)o1)N1CCCC1 (stereo not drawn) | 2% | 10% | -15% | -19 | -1% | -9% | 21µM* | -3.4
Cc1ccccc1NS(=O)(=O)c1ccc(C(=O)N2CCCCCC2)cc1 | 1% | 19% | 0% | 9 | -15% | 6% | -17% | -1.4
CN(CC(=O)N1CCOCC1)S(=O)(=O)c1ccc2ccccc2c1 | 8% | -25% | -4% | -2 | -7% | -8% | -14% | 0.6
NC(=O)NC(=O)c1nccnc1C(=O)O | 18% | -23% | 2% | 1 | 11% | -8% | -12% | 0.4
c1coc(CN2CNc3nc4ccccc4n3C2)c1 | -1% | 0% | -4% | 3 | 19% | 2% | -2% | -0.6
O=C(Cc1c(F)cccc1Cl)Nc1ccc(S(=O)(=O)N2CCCC2)cc1 | 10% | nt | -7% | 2 | -10% | -12% | 5% | 0.1
O=C(c1ccc(Cl)cc1)c1cn[nH]c1-c1ccccc1O | 6% | -6% | -8% | -2 | -22% | -3% | 1% | -0.8
O=C(N/N=C/c1cc2c(c([N+](=O)[O-])c1)OCO2)c1ccncc1 | -1% | -6% | -25% | -5 | 1% | 0% | -22% | -0.6
O=C(CC1C(=O)NCCN1C/C=C/c1ccccc1)NCCCC1CCCC1 (stereo not drawn) | -11% | 33% | 0% | -5 | -7% | -12% | -12% | -0.5
Additional structures follow.
SMILES | EPAC1 ag | FUS yeast rescue | WRN helicase inh | PI5P4Ka inh | Abeta yeast res | EPAC1 antagonist | PLK1 PBD block | IL-2 act
O=C(CCc1nnc(CCC2CCCCC2)o1)NCCc1ccccn1 | 11% | -18% | 0% | -1 | -7% | -7% | -17% | -0.2
Cc1cccn2c(=O)nc(SCC(=O)NCc3ccco3)nc12 | -6% | 22% | ? | -12 | -13% | 1% | -23% | 1.3
CCOc1cc2[nH]c(=O)n(CCCCCC(=O)NCc3ccco3)c(=O)c2cc1OCC | 7% | 15% | 0% | nt | 8% | 3% | 3% | -1.5
CN=C1S/C(=C\c2ccc(N3CCOCC3)c(F)c2)C(=O)N1C | -1% | -13% | -6% | 1 | -9% | -9% | -1% | ?
Cc1ccsc1C(=O)N1CCN(c2ncccn2)CC1 | -4% | -23% | 9% | 0 | 4% | -7% | 5% | 0.6
CC1CCCCC12NC(=O)N(CC(=O)Nc1ccc(S(=O)(=O)N3CCOCC3)cc1)C2=O (stereo not drawn) | 7% | 15% | 2% | 8 | 9% | -6% | 1% | -0.1
CCCC1NC(=O)c2cccnc2-n2c1nc1ccc(OC)cc1c2=O (stereo not drawn) | -2% | 0% | 7% | -4 | 11% | 5% | 4% | -1.9
Cc1ccc(C(=O)Nc2nc3ccccc3[nH]2)cc1 | 10% | -14% | 4% | ? | -17% | -2% | -4% | -1.8
